AT treatment: potential ataxia-telangiectasia treatment; […] A-T fibroblasts, KAP-1 phosphorylation AlphaLISA; neocarzinostatin DNA damage 30 min before lysis; Potency, µM (top dose mostly 57.5 µM), for the others: top-dose activation, actives largely listed as activators; 320,000 compounds, 0.19% hits; AID 485349; further: potency means the concentration at half of the fitted maximal effect; % of control where 0% means no effect; nearly all actives have a fitted effect of over 45% in size
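hTERT-immortalized A-T patient fibroblasts ([…]), 500 cells/well in OPTI-MEM, 1% FBS, got compounds for 60 min, then NCS for 30 min at 37C. Lysates were then assayed for phospho-KAP-1 by AlphaLISA (anti-pKAP1 donor, anti-KAP1 acceptor beads), 6 hr at 25C.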
S-ASM inh: inhibitors of human secretory acid sphingomyelinase; P17405; 340,000 compounds, 0.006% hits; Potency, µM (top dose mostly 57.5 µM), for inactives: top-dose activity change, negative = inhibition, actives largely listed as inhibitors; placental ASM, HMU-PC fluorogenic substrate, 60 min; AID 504937; further: potency means the concentration at half of the fitted maximal effect
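qHTS format. ASM enzyme prepared from human placenta hydrolyses the fluorogenic substrate HMU-PC0 (9 uM final) over 60 min at 37 °C after a 10 min compound preincubation.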
PTAP TSG101 blk: blocks PTAP/TSG101 interaction to inhibit HIV-1 budding | Fluorescence polarization, FITC-PTAP peptide / Tsg101 binding | Potency, µM (top dose mostly 115 µM), for the others: at the highest dose activity change, negative = inhibition, hits mostly inhibitors | 340,000 tested, under 10 active | AID 493005; active means well fitted inhibition curve with a large enough effect in the main read-out, with a control signal flat, not every such curve was filed as active; inconclusive means small, poorly fitted or top-dose-only effect, or effect the other way, or a change in a side signal; inactive means no such curve, though single readings can be large or run the other way; further: potency means the concentration at half of the fitted maximal effect; % of control where 0% means no effect
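Compounds were pin-transferred onto Tsg101 binding domain (10 uM final) in HEPES pH 7.5 buffer, then FITC-PTAP peptide was added at 50 nM final. After 20 min at RT, polarization reported peptide displacement across a qHTS concentration series.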
CXXC DNA block: MLL CXXC-DNA interaction inhibition | Q03164 | Potency, µM (titrated, usually from 115 µM), for the others: top-dose activity change, negative = inhibition, actives largely listed as inhibitors | 290,000 compounds, 0.037% hits | MLL-CXXC / FITC-HOXA9 DNA fluorescence polarization; active means well fitted inhibition curve with a large enough effect in the polarisation, with a control signal flat, not every such curve was filed as active; inconclusive means small, poorly fitted or top-dose-only effect, or effect the other way, or a change in a side signal; inactive means no such curve, though single readings can be large or run the other way; the % refers to the polarisation; further: potency means the concentration at half of the fitted maximal effect
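Fluorescence polarization: 7 uM MLL-CXXC (stock) preincubated 5 min with compounds, then 50 nM fluorescein-HOX-A9 DNA (stock) added; 30 min ambient. Buffer 50 mM Tris-HCl pH 7.5, 50 mM NaCl, 1 mM DTT, 0.05% BSA.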
Mito fusion yeast: mitochondrial division inhibition or fusion activation | S. cerevisiae fusion-defective mutant growth rescue, CellTiterGlo 48 h | Potency, µM (highest dose often 46.1 µM), inactives show at the top dose growth rescue (activation), actives largely listed as activators | 320,000 compounds, 0.23% hits;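 further: potency means the concentration at half of the fitted maximal effect; % of control where 0% means no effect; nearly all actives have a fitted effect of over 45% in size; temperature-sensitive fusion mutants such as fzo1-1 at 37 °C on non-fermentable ethanol glycerol medium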
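S. cerevisiae fusion-defective temperature-sensitive mutants (e.g. fzo1-1, mgm1-5) grown 48 h at 37C in YPEG (ethanol/glycerol non-fermentable) medium with 23 nl compound per well; growth rescue read as CellTiterGlo luminescence.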
Menin MLL FP TR: displaces Texas Red mutant MLL peptide from human menin; 270,000 compounds, 0.23% hits; Menin + Texas Red MLL mutant peptide, fluorescence polarization; O00255; AID 1768; Potency, µM (top dose mostly 61.6 µM), for inactives: at the highest dose FP activity change, negative = inhibition, most hits filed as inhibitors; active means well fitted inhibition curve with a large enough effect in the polarisation, with a control signal flat, not every such curve was filed as active; inconclusive means small, poorly fitted or top-dose-only effect, or effect the other way, or a change in a side signal; inactive means no such curve, though single readings can be large or run the other way; the % refers to the polarisation; further: potency means the concentration at half of the fitted maximal effect; % of control where 0% means no effect; many of its hits are not listed in these tables
TCR activator: activates T cell receptor signaling; primary human leukocytes, anti-CD3, IL-2 HTRF, 48 h; Potency, µM (doses to about 9.22 µM), for the others: at the top dose activation of IL-2 secretion, usual class: activators; 330,000 tested, under 10 active; AID 504894; further: % of control where 0% means no effect
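IL-2 release read by HTRF sandwich (Eu cryptate donor, d2 acceptor, 665 nm emission) after 48 hr exposure of primary human leukocytes to compound together with anti-CD3 beads in the absence of co-stimulatory signals.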
Integrin act MD: activates integrin-mediated alleviation for muscular dystrophy; alpha7betagal myoblasts, beta-gal FDG fluorescence, 48 h; Potency, µM (doses to about 38.3 µM), inactives show top-dose activation, most hits filed as activators; 350,000 compounds, 0.064% hits; AID 624291;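 further: potency means the concentration at half of the fitted maximal effect; 100% = response of the positive control SU9516; nearly all actives have a fitted effect of over 60% in size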
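Alpha7betagal+/- myoblasts (passage 13) were plated 16-24 hr, then exposed to compounds (1:260 dilution of DMSO stock) for 48 hours at 37C. After MPER lysis, β-galactosidase reporter activity was read as FDG fluorescence (ex 480/em 540) after 30 minutes.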
TSHR antagonist: blocks TSH signaling through the human TSH receptor; TSHR-expressing cells, TSH-stimulated cAMP HTRF, 2 h; stronger effect = lower value; activity change, negative = inhibition, % at 11.5 µM; 330,000 compounds, 0.2% hits; AID 504810;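 active means activity change below a set negative limit, meaning inhibition stronger than a set level, cut at about -70% in these data; inconclusive means activity change between two set negative limits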; further: on the % scale 0 is the no-effect control and ±100 the full control effect
Target sequence (P16473 whole entry, looked up): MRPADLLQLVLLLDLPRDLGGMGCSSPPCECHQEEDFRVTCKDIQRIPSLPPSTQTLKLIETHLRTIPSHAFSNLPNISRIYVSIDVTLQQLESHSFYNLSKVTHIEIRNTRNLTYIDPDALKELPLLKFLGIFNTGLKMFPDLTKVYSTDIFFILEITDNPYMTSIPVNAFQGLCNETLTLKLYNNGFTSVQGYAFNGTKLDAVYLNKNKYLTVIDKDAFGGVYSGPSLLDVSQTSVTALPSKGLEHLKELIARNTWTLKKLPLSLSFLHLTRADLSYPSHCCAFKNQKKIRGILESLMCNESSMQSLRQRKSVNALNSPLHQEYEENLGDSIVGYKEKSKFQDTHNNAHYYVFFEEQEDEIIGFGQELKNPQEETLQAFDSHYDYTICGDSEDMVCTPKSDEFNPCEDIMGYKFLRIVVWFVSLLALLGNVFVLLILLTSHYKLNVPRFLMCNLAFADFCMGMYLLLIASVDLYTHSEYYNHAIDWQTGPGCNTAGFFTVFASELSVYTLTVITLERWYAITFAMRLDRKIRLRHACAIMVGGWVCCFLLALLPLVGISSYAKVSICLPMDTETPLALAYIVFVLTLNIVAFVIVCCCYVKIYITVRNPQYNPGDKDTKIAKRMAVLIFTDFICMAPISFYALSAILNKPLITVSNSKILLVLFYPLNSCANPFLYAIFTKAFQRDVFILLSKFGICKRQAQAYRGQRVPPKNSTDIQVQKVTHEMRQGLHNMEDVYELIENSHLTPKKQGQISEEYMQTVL
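Freshly harvested TSHR cells receive pin-tooled compound, then EC80 TSH at 4nM final. After 2 hours at 37 deg C, antibody in lysis buffer and cAMP-d2 are added; 30 minutes at ambient temperature precede the HTRF read.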
MBNL1-CUG inh: blocks human MBNL1 binding to CUG repeat RNA. Q9NR56. TR-FRET MBNL1-His/biotin-(CUG)12 binding, 665/545 ratio. Potency, µM (series often up to 57.5 µM), for the others: top-dose activity change, negative = inhibition, usual class: inhibitors. 280,000 compounds, 0.036% hits. AID 2675; active means well fitted inhibition curve with a large enough effect in the signal ratio, with a control signal flat, not every such curve was filed as active; inconclusive means small, poorly fitted or top-dose-only effect, or effect the other way, or a change in a side signal; inactive means no such curve, though single readings can be large or run the other way; the % refers to the signal ratio; further: potency means the concentration at half of the fitted maximal effect; on the % scale 0 is the no-effect control and ±100 the full control effect
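Compound titration spanned 92 nM–58 uM against the MBNL1-His/biotin-(CUG)12 complex. After 60 min at room temperature with 5 nM streptavidin-XL665 and 0.055 ng/ul terbium anti-His, ratiometric 665/545 nm emission (Ex 340 nm) normalized to controls.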
Active calls of the source: *; u = inconclusive; x = not tested or not shown; [ ] = remark or other dose. Unless noted, the call rests on the fitted dose curve; in most records, active means well fitted curve in the direction sought with a large enough effect; inconclusive means small, poorly fitted or top-dose-only effect, or another doubt; inactive means no such curve, though single readings can be large; an effect the other way counts as inactive or inconclusive.

SMILES | AT treatment | S-ASM inh | PTAP TSG101 blk | CXXC DNA block | Mito fusion yeast | Menin MLL FP TR | TCR activator | Integrin act MD | TSHR antagonist | MBNL1-CUG inh
COc1ccccc1CNC(=O)c1cc(C(C)=O)c[nH]1 | 13% | 5% | -1% | -9% | -3% | 2% | -5% | u | -2 | 1%
O=C(c1cccnc1)N1C2C=CC(C2)C1(C(F)(F)F)C(F)(F)F (configuration not stated) | x | -3% | -2% | 2% | -5% | 16% | 7% | 0% | x | 4%
C=CCOc1cccc(C(=O)NC(c2ccccc2)C(C)C)c1 (configuration not stated) | 6% | 0% | -1% | 1% | 0% | -1% | -4% | -10% | -2 | -8%
Cc1c(CCC(=O)NCCCC(=O)O)c(=O)oc2cc3oc4c(c3cc12)CCCC4 | 4% | 91%[activator] | -7% | -2% | 12% | -30% | -2% | -11% | -10 | -7%
CC(C)c1ccc(NC(=O)COC(=O)C2=COCCO2)cc1 | 1% | 2% | 0% | 34%[activator] | 0% | x | 1% | 10% | -3 | 4%
Nc1n[nH]c(-c2ccc(Br)cc2)c1Cl | 5% | -1% | -4% | 0% | -1% | x | 1% | 12% | 14 | 2%
Cc1cc(SCC(=O)c2ccc(O)c(O)c2)nc2ccccc12 | 4% | -7% | -4% | -2% | 3% | 33%[activator] | -1% | -40% | -7 | 15%
COc1ccc(CCC(=O)c2ccc(OC)cc2)cc1 | x | 0% | -5% | x | x | x | 9% | 5% | x | x
COc1ccc(N2CCN(C(=O)COC(=O)Cc3ccc(F)cc3)CC2)cc1 | -6% | 0% | 0% | x | 5% | x | 1% | 14% | -2 | x
COCC(=O)N1CCC(Oc2ccc(C(=O)NCc3cc(C(C)C)no3)cc2)CC1 | 6% | 2% | -12% | 7% | 1% | x | 3% | -9% | 11 | -6%
O=C(CNS(=O)(=O)c1ccccc1F)OCC(=O)c1c[nH]c2ccccc12 | -6% | -1% | -2% | x | -2% | x | 1% | 0% | -8 | x
O=c1[nH]cc(S(=O)(=O)N2CCN(c3cccc(C(F)(F)F)c3)CC2)c(=O)[nH]1 | 0% | 23% | -5% | x | -2% | x | 13% | 33% | 3 | x
O=C(NCc1csc(-c2cccs2)n1)Nc1ccc(F)cc1F | 2% | -4% | -8% | 1% | 0% | x | 3% | -2% | -7 | 26%
CCOC(=O)c1ccc2nc(C(F)(F)F)[nH]c(=O)c2c1 | 1% | 4% | 1% | -9% | 17% | -3% | -1% | 1% | -21 | 1%
C/C(CC(=O)NCc1ccc(Cl)cc1)=N\NC(=O)COc1ccc(C)cc1Br | 3% | -4% | -9% | 10% | 7% | x | -2% | -31% | 4 | -1%
COc1ccccc1NC(=O)Nc1cccc(C)n1 | 0% | 8% | -1% | -2% | -1% | -14% | 1% | -12% | 36 | -4%
O=C1NC(=Nc2cccc(Cl)c2)SC1Cc1cccc(Cl)c1Cl (configuration not stated) | 5% | -5% | -1% | -6% | 0% | u | 3% | -21% | -7 | 5%
CCOC(=O)NC(=O)/C(C#N)=C(/C)N(C)C | 2% | 1% | -3% | -1% | -3% | 11% | 3% | 6% | -1 | x
O=C(O)C1CCC(C(=O)O)O1 (configuration not stated) | x | -1% | -4% | x | x | x | -2% | 4% | x | x
O=C(NCCO)c1cc(-c2cc(C(=O)NCCO)c3ccccc3n2)nc2ccccc12 | 1% | 3% | -2% | 6% | 2% | 40%[activator] | 3% | u | -2 | -2%
O=C(Cc1cccc(C(F)(F)F)c1)N1CCCC1 | 6% | 3% | 1% | -4% | -19% | 36%[activator] | -28% | 1% | 8 | -8%
O=C(NCc1cc(C(F)(F)F)cc(C(F)(F)F)c1)C1CC(c2c(Cl)cccc2Cl)=NO1 (configuration not stated) | -2% | 0% | -3% | -1% | -3% | -12% | -2% | -1% | -3 | 0%
CN1CCN(c2nc3c(c(=O)n(C)c(=O)n3C)n2CCSc2nnnn2-c2ccccc2)CC1 | -9% | 3% | -6% | -8% | -4% | x | -3% | 20% | -10 | -3%
CC(C)c1nc(Cl)c(C#N)c2c1CSC(C)(C)C2 | 1% | -3% | -1% | -4% | 0% | 5% | 4%[46.1 µM] | -11% | -17 | -5%
COc1cc(C2C(C(C)=O)=C(O)C(=O)N2Cc2ccccc2)ccc1O (configuration not stated) | -2% | 6% | -2% | 14% | -5% | -22% | -4% | 16% | -10 | -7%
CCCOc1ccc(C(CC(=O)O)NC(=O)C(c2ccccc2)c2ccccc2)cc1 (configuration not stated) | 12% | 5% | 0% | x | 1% | x | -7% | 3% | 4 | x
CN(C)c1ccc(NC(=O)COC(=O)c2cc(Cl)ccc2[N+](=O)[O-])cc1 | -6% | 7% | -1% | u | -3% | -8% | 5%[46.1 µM] | -5% | -3 | u
O=C(CN1C(=O)NC2(CCCC2)C1=O)NNC(=O)c1ccc(Cl)cc1 | 1% | 0% | -4% | x | -3% | x | -5% | -1% | 5 | x
CC1CN(c2oc(-c3ccccc3Cl)nc2C#N)CC(C)O1 (configuration not stated) | 6% | 4% | -9% | -3% | 1% | 3% | 7% | 5% | 18 | 1%
COC(=O)c1sc(=S)n(-c2ccccc2)c1N | -1% | -1% | -3% | 0% | -2% | 5% | 3% | -22% | -5 | u
COC1=CC(=O)OC(c2ccc(OC)cc2)C1 (configuration not stated) | x | -1% | -1% | x | x | x | -5% | 4% | x | x
COc1ccccc1NC(=O)Oc1ccc(NC(=O)c2ccco2)cc1 | 4% | -4% | -2% | 4% | -3% | 3% | -5% | 0% | -10 | 4%
COC(=O)c1c(C)oc2c1cc(NS(=O)(=O)c1ccc(C(=O)O)cc1)c1ccccc12 | 0% | 18% | -3% | u | -3% | u | 11% | -10% | -18 | 1%
CC1CCN(C(=O)CN2C(=O)C(=O)N(C)C2=O)c2ccccc2S1 (configuration not stated) | 6% | 5% | -5% | x | -6% | x | -6% | -17% | 7 | x
CCc1nc2ccccc2n(CCOCCOCCn2c(=O)c(CC)nc3ccccc32)c1=O | 5% | 2% | -1% | 8% | 6% | -4% | 5% | -20% | -12 | -1%
Cn1cccc1/C=N\NC(=O)Cc1ccc(Br)c2ccccc12 | -4% | -14% | -9% | 6% | -5% | u | -4% | -44% | -36 | 0%
CC(=O)c1ccc(NC(=O)C2CCCN2S(=O)(=O)c2ccc(C)cc2)cc1 (configuration not stated) | 5% | -1% | -2% | 5% | 18% | -1% | -4%[46.1 µM] | 2% | -9 | -7%
Cc1ccc(O)c(N=Nc2nccs2)c1 | -8% | 0% | -5% | x | 1% | x | 15% | -52%[inhibitor] | 0 | x
CSC1=NSC2=NC(=O)/C(=C\c3ccc(OC(=O)c4ccco4)cc3)C(=N)N12 | -7% | 0% | 1% | -16% | 9% | u | -1% | -2% | -10 | 7%
COc1ccc(C(=O)N2CCCC(CO)(Cc3ccccc3C)C2)o1 (configuration not stated) | 10% | 1% | 0% | 7% | 5% | x | -48% | 7% | -8 | -5%
COC(=O)c1ccc(N2C(=O)c3cc(N4CCOCC4)c([N+](=O)[O-])cc3C2=O)cc1 | 1% | 10% | 0% | 3% | 0% | -9% | 1%[46.1 µM] | 75% | 6 | 24%
CCOC(=O)c1c(NC(=O)C2CC(Cl)=CCC2C(=O)O)sc2c1CC(C)(C)OC2 (configuration not stated) | -7% | -3% | -3% | -10% | 3% | -20% | 5% | -24% | 4 | -5%
O=C(CSc1ccccn1)N1CCCC(Nc2ccc(F)c(F)c2)C1 (configuration not stated) | 11% | 4% | -3% | 7% | 0% | x | -2% | 11% | -37 | -6%
COc1ccc(/C=N/N2C(=O)C3C4C=CC(C4)C3C2=O)cc1[N+](=O)[O-] (configuration not stated) | -1% | -1% | -1% | 10% | 3% | 25% | -2% | -16% | 10 | u
O=C(NCCCN1CCOCC1)c1cc2nc(-c3ccco3)cc(C(F)(F)F)n2n1 | 4% | 364%[activator] | 0% | -3% | -4% | -1% | -9% | -17% | -4 | u
COc1ccc(C2c3ccc4ccccc4c3Oc3ncn(CCO)c(=N)c32)cc1 (configuration not stated) | 3% | -8% | -4% | -18% | -3% | u | -10% | -14% | 3 | 6%
COc1ccc(C2C(C#N)=C(N)Oc3cc(O)ccc32)cc1OC (configuration not stated) | -4% | 2% | -2% | 16% | 3% | 22% | -5% | -5% | 8 | 12%

Screening results: PubChem, National Center for Advancing Translational Sciences (NCATS)

Not all compounds are listed (hit frequency here may not be typical).
